From PubChem
rCAG binder – r(CAG) repeat RNA binding; TO-PRO-1 dye displacement fluorescence; inhibition, % at 3 µM; 370,000 tested, 1.3% active; AID 651821;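 active means inhibition above the plate cutoff, the mean of all test compounds on that plate plus 3 SD, cut at about 35% in these data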;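 further: 0% = DMSO alone and 100% = 100 µM mitoxantrone as full dye displacement; higher means more dye released from RNA so lower well fluorescence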
HTRA1 inhibitor – blocks human HTRA1 serine peptidase | Q92743 | AID 504803 | 340,000 tested, 0.5% active | recombinant HTRA1, FP-rhodamine activity-based probe, fluorescence polarization | inhibition, % at 5.96 µM; in the data active means inhibition above about 36%;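 further: 0% = enzyme with DMSO and 100% = wells lacking enzyme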
MBD2 DNA inh – MBD2-methylated oligo binding inhibition; Q9UBB5; TR-FRET, MBD2 binding to methylated oligonucleotide; inhibition, % at 4.4 µM; 370,000 tested, 0.31% active; AID 686964; in the data active means inhibition above about 13%
Target sequence (Q9UBB5 whole entry, looked up): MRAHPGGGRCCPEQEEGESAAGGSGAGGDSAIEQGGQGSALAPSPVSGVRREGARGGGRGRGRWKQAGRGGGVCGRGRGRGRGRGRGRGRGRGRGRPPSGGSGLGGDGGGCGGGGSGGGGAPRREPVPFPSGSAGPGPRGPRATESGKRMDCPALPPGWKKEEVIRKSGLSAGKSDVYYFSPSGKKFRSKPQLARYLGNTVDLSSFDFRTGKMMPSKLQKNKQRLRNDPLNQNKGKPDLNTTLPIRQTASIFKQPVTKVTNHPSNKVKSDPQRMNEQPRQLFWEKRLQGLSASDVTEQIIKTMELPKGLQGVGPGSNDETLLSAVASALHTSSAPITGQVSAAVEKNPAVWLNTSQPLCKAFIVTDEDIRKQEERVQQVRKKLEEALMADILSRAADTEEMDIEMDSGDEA
TCR-CD3 inh – inhibitors of human TCR-CD3 interaction; inhibition, % at 9.4 µM; 360,000 tested, 0.37% active; TAMRA-labeled TCR probe fluorescence, biochemical; in the data active means inhibition above about 19%;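 further: recombinant mutant TCR 2C K166C tagged with TAMRA read by polarization; 0% = receptor in buffer alone and 100% = receptor with positive control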
NR1D1 modulator – modulators of human Rev-erb alpha DNA binding | P20393 | 370,000 tested, 0.79% active | activity, % at 10 µM | Rev-erbα–FITC-DNA binding, fluorescence polarization, 90 min;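 active means activity above about 14%, limit read from the data; passing the limit was not always enough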;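 further: 0% = DMSO wells with 35 nM protein and 100% = DMSO wells with 750 nM protein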
Target sequence (P20393 whole entry, looked up): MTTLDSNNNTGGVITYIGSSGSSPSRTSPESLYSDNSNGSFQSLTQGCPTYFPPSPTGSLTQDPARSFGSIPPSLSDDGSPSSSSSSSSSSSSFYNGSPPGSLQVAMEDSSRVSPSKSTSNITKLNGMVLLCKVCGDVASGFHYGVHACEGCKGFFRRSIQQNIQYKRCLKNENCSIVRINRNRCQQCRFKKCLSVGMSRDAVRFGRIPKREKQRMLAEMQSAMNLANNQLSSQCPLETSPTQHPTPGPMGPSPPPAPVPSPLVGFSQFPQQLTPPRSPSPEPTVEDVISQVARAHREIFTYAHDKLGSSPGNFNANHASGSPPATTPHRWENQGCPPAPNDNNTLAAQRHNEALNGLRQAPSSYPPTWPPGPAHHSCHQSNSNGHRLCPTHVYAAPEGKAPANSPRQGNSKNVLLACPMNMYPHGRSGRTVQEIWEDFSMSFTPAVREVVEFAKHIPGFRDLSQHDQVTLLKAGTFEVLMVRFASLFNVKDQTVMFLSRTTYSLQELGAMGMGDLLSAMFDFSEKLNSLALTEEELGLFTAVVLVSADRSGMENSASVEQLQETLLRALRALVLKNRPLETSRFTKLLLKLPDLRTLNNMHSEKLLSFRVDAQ
LEDGF integ inh – blocks HIV-1 LEDGF/p75-dependent DNA integration | TR-FRET IN-LEDGF/p75 DNA integration, Eu/Cy5 | 370,000 tested, 0.64% active | inhibition, % at 3.7 µM;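 active means inhibition above the screen-wide mean plus 3 SD, cut at about 13% in these data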;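 further: signal is the Cy5 over europium emission ratio at 671 and 618 nm; 0% = plate median of compound wells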
UHRF1 binding – blocks human UHRF1 binding to methylated DNA; 370,000 tested, 0.75% active; inhibition, % at 4.4 µM; AID 687016; UHRF1 binding to methylated oligo, TR-FRET; in the data active means inhibition above about 21%;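 further: UHRF1 SRA domain binding a hemimethylated CpG hairpin DNA probe; 0% = median of test compound wells and 100% = reference inhibitor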
ABHD4 inh – ABHD4 (mouse) inhibition, primary FP screen; Q8VD66; purified mABHD4, FP-Rh probe fluorescence polarization; inhibition, % at 8.92 µM; 370,000 tested, 0.54% active;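 active means inhibition exceeding the mean over every tested compound plus 3 SD, cut at about 30% in these data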;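 further: 0% = plate median of compound wells and 100% = S159A mutant with DMSO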
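System: mouse ABHD4 enzyme, wild type / Medium: HEPES pH 7.0, NaCl, Pluronic buffer / Reagent: FP-Rh activity-based fluorescent probe / Control set: S159A mutant high control, sample median low control / Detection: fluorescence polarization with parallel and perpendicular emission, 525/598 nm / Schedule: 45 min + 60 min at 25 °C / Compound dosing: 8.92 µM, single dose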
PRMT1 inh – blocks human protein arginine methyltransferase 1. Q99873. recombinant PRMT1, activity-based probe fluorescence polarization. inhibition, % at 2.79 µM. 370,000 tested, 1.3% active. AID 652257;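 active means inhibition above about 21% made by adding two undisclosed values, limit read from the data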
PG9 binder – PG9 antibody binding by small molecule; TR-FRET gp120-PG9 antibody binding; inhibition, % at 6.7 µM; 360,000 tested, 0.43% active; in the data active means inhibition above about 8.5%
Starred values were filed as active, the others as inactive; x = not tested or not shown. Some of the compounds tested, so the mix of outcomes need not match the whole.

Structure,PG9 binder,TCR-CD3 inh,rCAG binder,MBD2 DNA inh,ABHD4 inh,HTRA1 inhibitor,PRMT1 inh,LEDGF integ inh,UHRF1 binding,NR1D1 modulator
CCNC(=O)Oc1ccc(-c2csnn2)cc1,-1.3,7,3,-4,0,-5,-4,-6,-2,-2
O=CNc1c(Br)cc2c(c1Br)Cc1cc(Br)ccc1-2,-2.7,-4,1,-5,-2,5,0,3,-3,-4
CCSc1ccc([C@@H]2[C@@H]3C(=O)N(CC)C(=O)[C@@H]3[C@]3(C(=O)OC)CCCN23)cc1,-1.1,-2,5,2,3,-14,1,2,3,-1
Cc1cc(C(=O)CN2CCCC2)c(C)n1-c1ccc(Cl)cc1,1.4,-6,0,3,3,-15,3,-2,-3,-6
Cc1ccn2cc(CCNC(=O)C3CC=CCC3C(=O)O)nc2c1 (stereo not drawn),-1.5,5,0,-1,-4,1,0,0,-3,-4
CCN(CC(=O)Nc1c(F)cccc1F)C(=O)CSCC(=O)Nc1ccc(OC)cc1,0.1,4,-1,0,1,-2,-2,-3,0,0
CCC(=O)Nc1cccc(NC(=O)CSc2nnc(-c3ccc(NS(C)(=O)=O)cc3)n2C)c1,-1.0,-2,-1,2,2,4,-3,0,3,5
CC(=O)Nc1cc2c(cc1C(C)=O)OCCO2,-1.4,-8,-1,-1,-6,0,-1,-1,3,-9
O=C(CCl)NNc1cccc(Cl)n1,-3.5,15,2,-6,1,2,2,1,-1,2
O=C(N/N=C/c1ccc([N+](=O)[O-])o1)c1cn(-c2ccccc2)nc1-c1ccccc1,0.5,-4,39*,2,-2,-9,5,3,4,1
O=C(OCC(=O)N1CCc2ccccc21)c1ccccc1,-1.4,4,-1,4,-2,-1,-1,1,-4,1
COc1cc(C(=O)NCc2cn3cccc(C)c3n2)cc(OC)c1OC,1.6,3,0,2,5,-2,0,0,0,3
Oc1ccc(N=Cc2c(O)ccc3ccccc23)cc1,-8.9,45*,3,-15,51*,30,9,13,-2,8
COc1cc2c(cc1OC)CN(Cc1ccc(C)s1)CC2,-0.8,0,-2,4,7,3,2,3,2,-7
N=C1C(c2nc3ccccc3c(=O)[nH]2)=C(O)CN1CCO,2.1,5,2,-1,0,-3,2,1,-2,3

(listing goes on)
Structure,PG9 binder,TCR-CD3 inh,rCAG binder,MBD2 DNA inh,ABHD4 inh,HTRA1 inhibitor,PRMT1 inh,LEDGF integ inh,UHRF1 binding,NR1D1 modulator
O=C(COC(=O)CCC(=O)N1CCOCC1)Nc1ccc(Br)cc1Br,-0.5,-4,0,0,-2,-2,-1,0,1,-3
COc1ccc(S(=O)(=O)N2CCN(Cc3cccs3)CC2)cc1OC,-1.1,3,2,-5,5,-2,-2,0,-1,-4
O=C(CCNC(=O)c1ccco1)Nc1ccc(Cl)c(C(F)(F)F)c1,0.0,4,-6,-6,0,-14,-1,5,-1,1
CC1CCN(C(=O)C2CCCN(S(=O)(=O)c3ccc4c(c3)CC(C)N4C(=O)C3CC3)C2)CC1 (stereo not drawn),-0.6,-1,1,0,15,-3,1,3,0,-3
Cc1ccccc1NC(=S)N(C)Cc1cn(C)c2ccccc12,-0.8,0,0,-2,-2,0,-2,1,-1,-5
COCCN(Cc1ccc(C)cc1)C(=O)[C@H]1O[C@@H](n2cnc(C(N)=O)n2)[C@H](O)[C@@H]1O,-2.8,-7,-1,-4,-8,x,4,2,4,2
O=C(NCCc1ccccc1F)c1ccc2c(c1)ncn2C1CCCCC1,x,x,1,-1,-3,x,5,-5,0,-1
OCC[C@H]1C[C@@H](O)[C@H](O)[C@@]2(Cc3ccccc3CO2)O1,-3.0,4,-2,-1,3,-1,-2,-2,-4,-5
CC(=O)Nc1ccc(S(=O)(=O)NC(CC(=O)NCCCN2CCOCC2)C(C)C)cc1 (stereo not drawn),-0.4,1,-2,8,2,4,1,7,18,-5
COc1ccccc1NS(=O)(=O)c1ccc(C(=O)N2CCCCCCC2)cc1,0.5,3,0,-2,1,4,2,-3,2,-3
CC(C)(C)N=C1C([N+](=O)[O-])=CC=C2C1=NC1(CCCCC1)N2O,-11,2,-1,-14,9,12,1,-3,-9,1
CCCCn1nnnc1NCc1ccc(C)cc1,-2.2,5,-3,-1,-4,1,-2,7,1,-4
Cc1ccc(-c2nnc(Nc3ccc4c(c3)OCO4)c3ccccc23)cc1S(=O)(=O)NCCO,-1.3,-1,4,2,11,1,1,2,-1,-7
COc1ccc2c(c1OC)C(=O)N1N=C(c3ccc(F)cc3)CC21 (stereo not drawn),-2.7,6,-1,1,4,2,-1,2,2,-2
CCOc1ccc(S(=O)(=O)NCCC(=O)OCC(=O)N2CC(=O)Nc3ccccc32)cc1,-0.8,-1,-2,1,1,7,-2,6,-3,3

Three entries from above, arranged by their value in LEDGF integ inh, lowest first.
smiles	LEDGF integ inh
COc1ccccc1NS(=O)(=O)c1ccc(C(=O)N2CCCCCCC2)cc1	-3
O=C(CCNC(=O)c1ccco1)Nc1ccc(Cl)c(C(F)(F)F)c1	5
CCCCn1nnnc1NCc1ccc(C)cc1	7

(further entries)
Structure,PG9 binder,TCR-CD3 inh,rCAG binder,MBD2 DNA inh,ABHD4 inh,HTRA1 inhibitor,PRMT1 inh,LEDGF integ inh,UHRF1 binding,NR1D1 modulator
Cc1cccc(-c2nnc(-c3ccc4ccccc4c3)o2)c1,-1.3,1,1,2,0,-25,1,-2,-1,-24
Cc1ccccc1-c1cc2c(c3c1ccn3C)C1CCC2O1 (stereo not drawn),-1.1,8,1,-3,1,x,-1,5,-1,10
CSCCC(NC(=O)COc1ccccc1)C(=O)N1CCN(c2ccccc2F)CC1 (stereo not drawn),-0.3,5,-7,1,3,-5,0,-2,-1,-5
O=S(=O)(c1ccc(NC(=S)NC23CC4CC(CC(C4)C2)C3)cc1)N1CCCCC1,-0.5,6,7,6,-5,-15,-5,-2,0,-5
Cc1c(C(=O)NCc2cccc(Cl)c2)sc(=O)n1Cc1ccc(F)cc1,-1.2,-1,-1,0,-2,x,6,-5,0,-9
COc1ccccc1C1CCN(c2ccc([N+](=O)[O-])c(OC)c2)CC1,-0.7,1,1,4,-3,-29,-4,0,-2,1
COc1cc2c(cc1OC)C(C)N(C(=O)c1c(C)noc1C)CC2 (stereo not drawn),-0.1,2,-3,-1,5,8,-1,-2,7,-2
Cc1ccc(CNC(=O)c2sccc2-n2cccc2)cc1,0.4,2,1,-4,-7,-3,-2,2,-1,-8
C=C1C(=O)C=C[C@]2(C)C[C@@H]3OC(=O)[C@](C)(O)[C@H]3C[C@@H]12,1.2,1,-3,2,2,0,0,1,12,-1
COc1ccc(OC)c(C(=O)NC(CC(N)=O)c2ccc(NCc3ccc(F)c(F)c3)c([N+](=O)[O-])c2)c1 (stereo not drawn),2.0,3,5,-4,-1,-9,4,2,-3,3
CC(=O)Nc1ccc2c(c1)C(=Nc1cccc(C)c1)c1ccccc1-2,-4.1,8,1,-9,-10,2,-3,7,-12,-5
COC(=O)c1cc(Cl)cc2c(CCO)c[nH]c12,-1.3,9,3,0,1,-9,-2,-4,-2,0
N=C1SCC(=O)N1c1ccccc1Cl,-1.1,-1,1,2,-8,-1,4,-2,4,2
Cc1nn(Cc2c(Cl)cccc2Cl)c(C)c1NC(=O)Cn1nc([N+](=O)[O-])c(Cl)c1C,-0.6,2,8,6,-9,6,1,-7,1,-1
COc1ccnc2c1c(=O)n(Cc1cccc(Cl)c1)c(=O)n2C,0.6,0,-1,-4,-13,-3,4,2,-2,-5

(continued)
Structure,PG9 binder,TCR-CD3 inh,rCAG binder,MBD2 DNA inh,ABHD4 inh,HTRA1 inhibitor,PRMT1 inh,LEDGF integ inh,UHRF1 binding,NR1D1 modulator
NS(=O)(=O)c1ccc(NC(=O)CSc2n[nH]c(=O)n2Cc2ccccc2)cc1,-0.6,3,5,-4,-3,2,-5,1,2,2
O=C(COC(=O)CCC(=O)c1cccs1)Nc1ncc(Cl)cc1Cl,0.0,8,3,-3,16,8,-2,-2,-1,7
COC(=O)C1(C(O)C(=O)c2ccc(C)cc2C)CCCCC1 (stereo not drawn),0.0,8,-9,0,11,-5,-4,2,-1,x
Nc1ncnc2c1ncn2[C@@H]1O[C@H](C(=O)Nc2cc(C(F)(F)F)cc(C(F)(F)F)c2)[C@@H](O)[C@H]1O,-0.2,-5,0,7,-30,x,10,-1,4,7
CNc1oc(/C=C/c2ccccc2)nc1C#N,2.4,3,-2,8,7,3,2,-5,-1,-8
C/C(=N\Nc1ccc(Cl)c(C(=O)O)c1)c1ccc(Br)s1,-0.1,-1,43*,4,16,12,6,-3,0,0
CCCOc1ccccc1NC(=O)c1ccc([N+](=O)[O-])cc1,2.9,3,-1,-7,-2,2,3,1,3,5
Cc1cccc(CC(=O)NCCS(=O)(=O)N2CCN(c3cccc(Cl)c3)CC2)c1,0.2,-2,-2,3,-4,-11,-4,0,5,7
CCOC(=O)c1cnc(SCC(=O)Nc2ccc(N3CCOCC3)c(Cl)c2)nc1N,0.3,-2,6,6,-14,-10,4,-3,2,-1
CC1(C)CC(=O)C=C(NC2CCCCCCC2)C1,-1.9,6,-5,-2,1,-3,0,-1,0,-3
Cc1ccc(S(=O)(=O)N2CCN(C(=O)COC(=O)Cc3c(F)cccc3Cl)CC2)c(C)c1,1.1,-3,1,3,-1,-3,3,-3,-1,5
Cc1ccc(-n2c(C)nn(CC3CC3)c2=O)cc1,1.8,2,-1,-4,-1,-4,-1,-2,-1,1
Cc1ccc(C)c(NC(=O)CCc2nnc3ccc(N4CCCCC4)nn23)c1,-2.1,0,-4,-2,4,23,-4,0,-2,1
Cc1ccc(S(=O)(=O)Nc2ccsc2C#N)cc1,-0.5,-1,6,-1,2,-8,3,3,-2,-7
Cc1ccc(S(=O)(=O)N2CCCCC2)cc1NC(=O)CNc1ccc(C(F)(F)F)cc1,-1.0,8,10,9,-13,-29,-4,10,16,1

(further entries)
Structure,PG9 binder,TCR-CD3 inh,rCAG binder,MBD2 DNA inh,ABHD4 inh,HTRA1 inhibitor,PRMT1 inh,LEDGF integ inh,UHRF1 binding,NR1D1 modulator
COc1ccc(CCN(C)C(=O)C23CC4CC(CC(Cl)(C4)C2)C3)cc1OC,-1.3,7,-8,0,-1,-3,-7,5,-2,-2
COc1ccccc1Oc1c(C)oc2c(CN3CCN(C)CC3)c(O)ccc2c1=O,0.5,3,-2,1,11,x,-2,3,2,0
CCCn1c2ccccc2c2cnn(CC(=O)NC3CCCC(C)C3C)c(=O)c21 (stereo not drawn),-0.6,4,-2,0,-6,-4,-4,5,1,8
Cc1cc(NC(=O)/C=C/C(=O)N(CC(=O)NC2CCCC2)c2ccc(F)cc2)no1,1.6,-7,-11,1,0,7,-1,-4,1,3
COC(=O)N/N=C\c1ccc(OC/C=C/c2ccccc2)cc1,0.0,-3,-2,-3,-21,-16,-3,4,-1,2
CC1=CC(C)(C)N2C(=O)C3(NCCc4c3[nH]c3ccccc43)c3cccc1c32 (stereo not drawn),1.1,-7,-1,3,3,-12,5,-4,0,1
CC(C)(C)c1ccc(C(=O)OCC(=O)NCc2ccco2)cc1,0.5,-4,1,2,-7,-4,3,-2,0,0
Cc1ccc(S(=O)(=O)N2C[C@H]3N(C(=O)OC(C)C)N(C(=O)OC(C)C)C[C@H](OC(=O)NCc4ccccc4)[C@@]3(O)C2)cc1,1.5,0,1,-2,7,-12,0,-3,-2,2
CSc1ccc(CCNC(=O)CCc2nnc3ccc(N4CCCCC4)nn23)cc1,-1.9,0,-1,-4,3,1,3,-2,-1,-3
